Compound activity deposited in PubChem BioAssay by National Center for Advancing Translational Sciences (NCATS).
FEN1 inh: blocks human flap endonuclease 1; hit rate 0.35% among 390,000; AID 588795; P39748; Recombinant FEN1 flap cleavage, fluorescence, 15 min; Potency, µM (highest dose often 114 µM), for inactives: top-dose activity change, negative = inhibition, usual class: inhibitors; also: nearly all actives have a fitted effect of over 65% in size
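Concentration–response screening of FEN1 (10 nM): 15 min compound preincubation at room temperature, reaction started with 50 nM substrate and read at 0 and 15 min. Corrected, normalized data were fitted by a four-parameter Hill equation.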
GCN5L2 inh: inhibitors of human GCN5L2 histone acetyltransferase | Q92830 | GCN5L2 HAT assay, ThioGlo1 CoA-SH fluorescence | Potency, µM (top dose mostly 58.9 µM), for the others: at the top dose activity change, negative = inhibition, usual class: inhibitors | hit rate 0.21% among 390,000 | AID 504327
Target sequence (Q92830 whole entry, looked up): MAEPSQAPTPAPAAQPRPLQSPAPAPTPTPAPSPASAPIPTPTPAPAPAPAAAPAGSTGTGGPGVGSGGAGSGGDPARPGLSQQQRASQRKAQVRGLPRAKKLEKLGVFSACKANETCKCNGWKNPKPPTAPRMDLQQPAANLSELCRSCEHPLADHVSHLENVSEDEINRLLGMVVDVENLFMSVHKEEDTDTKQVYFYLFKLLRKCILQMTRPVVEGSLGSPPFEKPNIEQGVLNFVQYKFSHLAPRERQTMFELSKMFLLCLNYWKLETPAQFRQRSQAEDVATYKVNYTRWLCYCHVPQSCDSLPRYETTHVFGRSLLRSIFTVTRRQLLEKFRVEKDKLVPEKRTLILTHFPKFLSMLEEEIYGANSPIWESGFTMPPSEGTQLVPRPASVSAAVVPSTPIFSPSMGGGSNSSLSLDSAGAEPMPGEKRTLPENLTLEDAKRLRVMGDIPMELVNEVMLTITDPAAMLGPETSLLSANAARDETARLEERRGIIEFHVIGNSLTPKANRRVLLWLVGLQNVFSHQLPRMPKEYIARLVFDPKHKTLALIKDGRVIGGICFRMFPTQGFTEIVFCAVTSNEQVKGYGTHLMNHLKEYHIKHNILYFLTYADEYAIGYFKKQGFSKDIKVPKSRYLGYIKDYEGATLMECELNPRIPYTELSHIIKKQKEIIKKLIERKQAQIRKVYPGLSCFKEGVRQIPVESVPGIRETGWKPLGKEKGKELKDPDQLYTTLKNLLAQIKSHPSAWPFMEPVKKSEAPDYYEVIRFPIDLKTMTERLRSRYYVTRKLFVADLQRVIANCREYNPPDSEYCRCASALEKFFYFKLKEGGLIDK
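Enzyme at 20nM final was mixed with library compounds for 15 min at room temperature. Peptide H3(1-25) at 75uM, acetyl-CoA at 70uM and ThioGlo1 at 50uM were then added. Plates were read immediately and after 20 min (Ex340nm/Em540nm).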
TDP1 cell CPT: DT40-hTDP1 cell growth loss with CPT | hit rate 12% among 420,000 | Potency, µM (doses to about 46.2 µM), for inactives: top-dose activity change, negative = growth inhibition, actives largely listed as inhibitors | AID 686979 | chicken DT40 Tdp1-/-;hTDP1 cells + 20 nM CPT, ATP luminescence, 48 h; also: nearly all actives have a fitted effect of over 55% in size
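Chicken DT40 Tdp1-/- cells complemented with human TDP1, 400 cells/well, exposed to compounds plus 20 nM camptothecin for at least 48 h at 37 C; viability read as ATP content by CellTiter-Glo luminescence.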
* = called active by the depositor; u = inconclusive; x = not tested or not shown; & = joins results of further samples; [ ] = remark or other dose. Calls follow the shape of the dose curve; as a rule, active = well fitted curve in the direction sought with a large enough effect; inconclusive = small, poorly fitted or top-dose-only effect, or another doubt; inactive = no such curve, though single readings can be large; an effect the other way counts as inactive or inconclusive. % is scaled to controls: 0 for no effect and ±100 for the full control effect; potency is read from the fitted curve at half-maximal effect. Some of the compounds tested; the hit share may differ from the screen's.

Molecule,TDP1 cell CPT,FEN1 inh,GCN5L2 inh
CN(CCc1cn[nH]c1)C(=O)CC1C(=O)NCCN1Cc1ccccc1C(F)(F)F (configuration not stated),-13%,14%,7%
COc1nc(NCc2cccnc2)nc(NC2CCCCC2)n1,7%,-4%,-2%
Nn1c(SCc2ccccc2)nnc1-c1ccco1,5%,6%,-6%
CCCn1cc(S(=O)(=O)CC(=O)Nc2ccc(OC)cc2OC)c2ccccc21,-4%,2%,0%
CCOc1ccc2ccccc2c1CNc1nnnn1C,-3%,-19%,-1%
COc1cccc(NC(=S)N(CCCN2CCC(C)CC2)Cc2cccs2)c1,-27%,-7%,-8%
COc1ccc(C2C(C#N)=C(N)Oc3n[nH]c(-c4ccccn4)c32)c(OC)c1OC (configuration not stated),-2%,6%,-8%
CC1=C(C(=O)OCc2ccccc2)C(c2cccc([N+](=O)[O-])c2)NC(=O)N1 (configuration not stated),u,-6%,1%
Cc1c(Cl)c([N+](=O)[O-])nn1CC(=O)N1CCc2ccccc2C1,0%,-8%,-16%
CCOC(=O)N1CCC(=NNc2nc3ccccc3s2)CC1,-7%,-16%,-1%
O=C(Nc1ccccc1)Nc1ccc(-n2ccc(C(F)(F)F)n2)cc1,u,-10%,-3%
COc1ccc(NC(=O)N2CCCc3ccccc32)cc1OC,-10%,1%,-22%
COCC(=O)N1CCC[C@@]2(CCN(c3ncccn3)C2)C1,2%,x,6%
Cc1sc(NC(=O)CN2CCCC2)nc1-c1ccc2c(c1)CCN2C(=O)c1cccc(F)c1,u,-3%,-8%
Oc1c(N=Nc2ccc(F)cc2)ccc2ccccc12,9.2µM*,-29%,3%
COC(=O)C(C)Oc1ccc(Cc2ncc(C(F)(F)F)cc2Cl)cc1 (configuration not stated),5%,-17%,5%
CCO[C@@H]1OC(C(=O)NC2CC2)=C[C@H](C2CCCCC2)[C@H]1CCCO,u,-15%,x
CN(C)S(=O)(=O)c1ccc(NC(=O)c2cc(F)c(F)cc2Cl)cc1,-23%,2%,-1%
CCOC(=O)N1CCN(C(=O)C2c3cc(OC)c(OC)cc3C(=O)N3CCc4ccccc4C23)CC1 (configuration not stated),-1%,-1%,-6%
CCC(=O)N1CCN(CCN=CC2=C(O)CC(C)(C)CC2=O)CC1,5%,8%,-2%
CCC(CO)Oc1cc(NC(=O)c2ccccc2)c2ncn(C(C)C)c2c1 (configuration not stated),u,-11%,-9%
CCOC(=O)c1cc(C)n(CC2CCC(C(=O)Nc3ccc(C(=O)OC)cc3)CC2)c1C (configuration not stated),23µM*,9%,3%
Cc1nn(C)c(Cl)c1CN1CCCC(CO)(Cc2cccc(Cl)c2)C1 (configuration not stated),15µM*,-5%,2%
O=C(O)Cn1ccc2cc(S(=O)(=O)N3CCCCCC3)ccc21,1%&0%,0%&18%,-4%&-8%
Cc1nc2ccccn2c1C(=O)CSc1ccc(Cl)cc1Cl,u,-2%,-13%
Cc1onc(-c2ccccc2Cl)c1C(=O)NCc1nc(-c2ccccc2)no1,9.2µM*,-11%,0%
CCOC(=O)c1sc(N)c(C#N)c1COC(=O)CNC(=O)c1cc(OC)c(OC)c(OC)c1,u,-16%,-2%
Cc1ccc(C)c2[nH]c(=O)c(CN(Cc3ccc4c(c3)OCO4)Cc3nnnn3Cc3ccco3)cc12,u,-1%,-7%
NS(=O)(=O)c1ccc(CCNC(=O)/C=C/c2ccc([N+](=O)[O-])cc2)cc1,u,-9%,-8%
COc1ccc(/C(C)=C2\SC(=S)N(CCC(=O)O)C2=O)cc1,-6%,-13%,-1%
Cc1cc(NS(=O)(=O)c2ccc(NC(=O)c3c(F)c(F)c(F)c(F)c3F)cc2)nc(C)n1,2%,-3%,-6%
CCOC(=O)C1CCCN(C(=O)c2cncc(Br)c2)C1 (configuration not stated),-10%,12%,2%
Cc1cnc2ccccc2c1C,2%,-4%,x
Cc1oc(-c2ccccc2F)nc1Cn1c(SCc2cccc(C(F)(F)F)c2)nc2ccncc21,u,-1%,0%
CC(C(=O)N1CCN=C1c1ccccc1)N1C(=O)c2ccccc2C1=O (configuration not stated),-15%,-14%,-1%
COc1cc(CNCc2cccc(OC)c2OC)cc(OC)c1,u,-7%,-10%
COc1ccc(-n2c(=O)c(-c3cn(C)c4ccccc34)nc3cncnc32)cc1,1%,x,-18%
CC(=O)N1CC(=O)N(c2ccccc2)C1=O,8%,-6%,1%
Cc1cc2nnc(SCc3ccccc3)n2c(N)n1,-13%,11%,-2%
COCCCNC(=O)CSc1nc2ccccc2c(=O)n1CCC(=O)NCCc1ccc(OC)c(OC)c1,0%,21%,-7%
Cc1ccc(NC(=O)c2oc3ccc(S(=O)(=O)N4CCOCC4)cc3c2C)c(C)c1,u,11%&-7%,-5%&4%
CC(C)NC(=O)N1CC[C@@]2(CCCN(C(=O)c3cnccn3)C2)C1,13%,x,18%
Cc1cc2c(cc1S(=O)(=O)N1CCN(c3ccc(Cl)cc3)CC1)OCCN2C,u,-16%,-4%
COc1cc2c(c(OC)c1OC)-c1c(cc3c(c1OC)OCO3)C[C@H](C)[C@@](C)(O)C2,-16%,3%,1%
Cc1c(-n2cccc2C=O)cccc1[N+](=O)[O-],16%,-3%,-2%
CCCCc1ccc(NC(=O)CN2NS(=O)(=O)c3ccccc3C2=O)cc1,-23%,-1%,-1%
Cc1ccc(C)c(N2CCN(c3nc4ccccc4c(=O)n3-c3ccc(Cl)cc3)CC2)c1,5.8µM*,-19%,-10%
CCCOc1ccc(C(F)(F)F)cc1NS(=O)(=O)c1ccc(Cl)nc1,15µM*,-5%,-7%
CCOc1cc(/C=N/Nc2nnc(C)n2N)ccc1O,u,-21%,20%
COc1cccc(C(=O)Nc2cccc3c2ccc2cccn23)c1,16µM*,-1%,-6%
COc1ccc(/C=N/NC(=O)c2ccncc2)cc1[N+](=O)[O-],-14%,-11%,-6%
O=C(COC(=O)c1ccc(Cl)c(S(=O)(=O)NCc2ccccc2)c1)NC1CC1,-16%,2%,-1%
CCc1ccc(NC(=O)CSc2nnc3[nH]c(=O)cc(-c4ccccc4)n23)cc1,u,1%,u
CCc1ccc(-c2nc(CN3CCC(C(=O)N4CCN(c5ccccn5)CC4)CC3)c(C)o2)cc1,23µM*,-19%,-2%
COc1ccc(N(C(=O)C(C)C)S(=O)(=O)c2ccc3c(c2)n(C)c(=O)n3C)cc1,-12%,7%,0%
O=C(CN1CCN(S(=O)(=O)c2ccc(Cl)cc2)CC1)Nc1ccc2c(c1)OCO2,u,-5%,-4%
COc1ccc(N=Cc2oc3ccc4ccccc4c3c2O)cc1,2%,-19%,-16%
FC(F)(F)c1cccc(N2CCN(Cc3nnc(-c4ccc5c(c4)OCO5)o3)CC2)c1,u,-4%,-15%
CCN(CC)c1ccc(/C=N/NC(=O)Cc2ccc(OC)c(OC)c2)cc1,8%,-22%,-2%
COc1ccc(/C=C2/Sc3ccc(C(=O)N4CCc5ccccc5C4)cc3NC2=O)cc1,-25%,-12%,-8%

Going on with the list:
Molecule,TDP1 cell CPT,FEN1 inh,GCN5L2 inh
Cc1cccc(N2C(=O)C(O)=C(C(=O)c3cccs3)C2c2cccc(Oc3ccccc3)c2)n1 (configuration not stated),u,-1%,-28%
O=C(/C=C/c1ccccc1[N+](=O)[O-])Nc1cccc(S(=O)(=O)NC2=NCCCCC2)c1,u,-14%,-5%
Cc1ccc(C)c(Cn2c(=O)n(-c3ccccc3)c(=O)c3c4c(sc32)CCCC4)c1,u,1%,3%
CSc1ccc(C(=O)C2CCCN(C(=O)c3ccc(C)nc3)C2)cc1 (configuration not stated),21µM*,19%,-4%
O=C(CN(CCc1ccccc1)Cc1ccccc1)Oc1ccccc1P(=O)(O)O,-9%,2%,-5%
COc1ccc(S(=O)(=O)N(Cc2nc(-c3ccccc3)no2)C2CCCCC2)cc1,16µM*,0%,-3%
CCn1ncc(CN2CCN(C(=O)Nc3ccccc3C(=O)OC)CC2)c1C,-13%,-6%,-8%
Cc1ccc(N=C/C(C(=O)C(F)(F)F)=C(\O)c2ccco2)cc1Cl,-11%,u,0%
CCOc1ccc(S(=O)(=O)NCCCN2CCOCC2)c2ccccc12,-25%,-1%,51%[activator]
CC(C)NC(=O)c1ccc(Cn2c(=O)c3cccn3c3cccnc32)cc1,4%,-15%,2%
O=C(CN1CCN(C(c2ccccc2)c2ccccc2)CC1)Nc1ccc(N2CCOCC2)cc1,-6%,21%,-10%
CCOc1ccc(NC(=O)C23CC4CC(C2)CC(c2ccccc2)(C4)C3)cc1,u,-2%,-9%
COc1ccc(OC)c(-c2nn(-c3ccccc3)cc2C(=O)N2CCc3ccccc3C2)c1,u,-15%,-9%
Cn1c(O)c(N=NC(=O)c2ccco2)c2ccccc21,0%,-17%,-15%
CCN1CCN(CC(O)COCCOc2ccc(Br)cc2)CC1 (configuration not stated),-17%,-2%,0%

A second format for some results above.
SMILES: O=C(CN1CCN(C(c2ccccc2)c2ccccc2)CC1)Nc1ccc(N2CCOCC2)cc1
- TDP1 cell CPT: -6%
- FEN1 inh: 21%
- GCN5L2 inh: -10%

SMILES: CCOc1ccc(NC(=O)C23CC4CC(C2)CC(c2ccccc2)(C4)C3)cc1
- TDP1 cell CPT: u
- FEN1 inh: -2%
- GCN5L2 inh: -9%

SMILES: COc1ccc(OC)c(-c2nn(-c3ccccc3)cc2C(=O)N2CCc3ccccc3C2)c1
- TDP1 cell CPT: u
- FEN1 inh: -15%
- GCN5L2 inh: -9%

SMILES: Cn1c(O)c(N=NC(=O)c2ccco2)c2ccccc21
- TDP1 cell CPT: 0%
- FEN1 inh: -17%
- GCN5L2 inh: -15%

(list continues)
Molecule,TDP1 cell CPT,FEN1 inh,GCN5L2 inh
CCC(CC)NC(=O)c1nn(Cc2ccccc2)c(=O)c2ccccc12,-13%,-12%,-3%
Cc1nc2nc(SCC(=O)Nc3cccc(Cl)c3)nn2c(C)c1Cc1ccccc1,u,5%,-16%
CCN(CC)CCNc1ncnc2c1cnn2-c1cc(Cl)ccc1C,u,4%,3%
O=C(NCCCNC(=O)c1ccc(-c2cccc(Cl)c2)o1)c1cnccn1,-15%,-2%,-3%
Cc1c(C(=O)Oc2ccc(-c3cnc4ccccc4n3)cc2)cccc1[N+](=O)[O-],u,7%,-22%
Cc1ccc(S(=O)(=O)N2CCC(C(=O)NCC3CCCO3)CC2)cc1 (configuration not stated),-17%,-9%,0%
CC(C)(C)c1ccc(C(=O)Nc2cccc(S(=O)(=O)NC3=NCCC3)c2)cc1,u,7%,0%
O=C(CC1C(=O)NCCN1C(=S)Nc1ccccc1)Nc1ccc(F)cc1 (configuration not stated),1%,-1%,-5%
CC(C)(C)c1nc(S(=O)(=O)c2ccc(Cl)cc2)c(N2CCOCC2)o1,2%,-2%,-10%
Cc1ccccc1C(=O)Nc1cccc(NC(=O)c2ccc(C(C)(C)C)cc2)c1,8.2µM*,-8%,0%
O=C(Nc1ccc(Br)c(Br)c1)C1CCCO1 (configuration not stated),-8%,-2%,x
CN(CCO)c1ccc(-c2n[nH]c(=O)c3ccccc23)cc1[N+](=O)[O-],u,7%,0%
Cc1cccc(C)c1NC(=O)NCc1ccco1,-8%,-2%,-3%
O=C(Nc1ccc(Cl)cn1)c1ccc(COc2ccccc2Br)o1,u,-18%,-9%
CS(=O)(=O)N(CC(=O)Nc1ccccc1)c1cccc(Cl)c1Cl,-18%,-21%,-4%
NC(=O)NC(c1ccc(Cl)cc1)c1ccccc1Cl (configuration not stated),u,4%,-26%
O=C(Nc1cccc(Cl)c1)c1cnc[nH]1,12%&0%,-2%&-4%,-1%&3%
COc1ccc(OCC(=O)N2CCN(C(=O)c3ccc(OC)c(OC)c3)CC2)cc1,x,15%,-1%
CCC(C)NC(=O)CSc1nc2ccccc2c(=O)n1-c1c(C)n(C)n(-c2ccccc2)c1=O (configuration not stated),7%,9%,-8%
COc1ccc(C(=O)Nc2nncs2)cc1S(=O)(=O)N1CCOCC1,3%,-11%,1%
O=C(CCCn1c(=S)[nH]c2cc3c(cc2c1=O)OCO3)N1CCN(c2ccccc2)CC1,u,9%,-2%
